Cdc25B block: inhibitors of Cdc25B phosphatase catalytic domain, primary screen, biochemical, OMFP fluorescence | M-phase inducer phosphatase 2 (Homo sapiens), P30305 | AID 368, 2006 | recombinant Cdc25B, OMFP fluorescence Ex485/Em525 | hit rate 0.1% among 65,000 | inhibition, %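 (compounds tested at 10 µM final in the well)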; in the data active means inhibition above about 50%
E coli RNAP: E. coli RNAP inhibitors, biochemical. E. coli RNA polymerase, fluorescence transcription assay. inhibition, %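 (tested at 10 µM)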. hit rate 0.2% among 62,000. AID 559, 2006; in the data active means inhibition above about 20%;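 further: 0% = enzyme without compound and 100% = no enzyme blank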
CatB mixtures: cathepsin B inhibitors from pooled compounds, primary screen, biochemical, compound mixtures, AMC fluorescence | P07858 | Purified cathepsin B, AMC dipeptide fluorescence | inhibition, %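 (ten-compound pools at 5 µM per compound and 50 µM total)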 | hit rate 0.06% among 62,000 | AID 488, 2006; in the data active means inhibition above about 22%, passing the limit was not always enough;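 further: 0% = enzyme without compound and 100% = no enzyme blank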
MKP-1 inh: MKP-1 phosphatase inhibitors, primary screen, biochemical, in vitro | inhibition, %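 (compounds tested at a single concentration somewhere between 10 and 100 µM)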 | Dual specificity protein phosphatase 1 (Homo sapiens), P28562 | AID 374, 2006 | recombinant MKP-1, OMFP hydrolysis fluorescence | hit rate 0.15% among 65,000;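 active means inhibition above about 50%, limit read from the data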;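 further: 0% = DMSO max control wells and 100% = wells with enzyme stopped by NaOH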
AP ELISA ortho: alternative complement pathway inhibitors, primary screen, biochemical, ELISA, human serum, orthogonally pooled compounds; LPS-coated ELISA, C3 deposition; tested in compound mixtures; inhibition, % at 5 µM; hit rate 0.08% among 62,000;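 active means inhibition above 30% in each of the two pooled mixtures holding the compound, so the lower value exceeds 30%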;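 further: 0% = serum in Mg-EGTA without compound and 100% = EDTA serum blank; some compounds past the cut are filed as inactive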
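Medium: diluted human serum in Mg2+-EGTA GVB++. Assay system: human serum complement alternative pathway, C3 deposition onto LPS. Also added: Plate-bound LPS. Technique: Anti-C3 ELISA, OD 450 nm. Measure: percent inhibition. Incubation: 1 h at 37 °C. Dosing: 5 µM each compound, pools of ten, 50 µM per pool.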
Hsp90 inh: tumor Hsp90 inhibitors, primary screen, cell lysate, fluorescence polarization, NCI-N417 lysate. Heat shock protein HSP 90-alpha (Homo sapiens), P07900. Cy3B-geldanamycin FP displacement. inhibition, % at 30 µM. hit rate 0.35% among 64,000;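 active means inhibition above 50%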;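 further: 0% = tracer plus lysate wells and 100% = tracer alone without lysate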
D1 mod: D1 CRE-luciferase signal change, two-sided – cell-based, HEK293 D1, dopamine EC30, D1 allosteric modulator project, primary screen; D(1A) dopamine receptor (Homo sapiens), P21728; dopamine EC30 potentiation; actives deviate in either direction; hit rate 5.9% among 58,000; B-score at 10 µM;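 active means luminescence count or its row- and column-corrected plate score outside the 99.7% band of the plate's sample wells, on either side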
CatB block: human cathepsin B inhibitors, primary screen, biochemical, fluorogenic substrate | inhibition, %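 (tested at 10 µM)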 | hit rate 0.1% among 63,000 | AID 453, 2006 | purified cathepsin B, fluorescence | P07858; in the data active means inhibition above about 21%;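 further: 0% = enzyme with no compound and 100% = no enzyme blank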
Ecoli tolC: growth inhibitors of E. coli tolC mutant, primary screen, strain BW25113 ΔtolC::kan, 384-well; OD615; AID 573, 2007; hit rate 2.2% among 65,000; growth inhibition, % at 10 µM (by protocol);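 active means growth inhibition at or above a cutoff equal to the mean over every tested compound plus 3 SD, cut at about 60% in these data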;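 further: growth measured after 20 h incubation at 37 °C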
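Test system: E. coli BW25113 ΔtolC::kan bacteria | Medium: Kanamycin-containing LB broth (50 µg/mL) | Dosing: One dose of 10 µM final | Times: 20 h incubation with compound, 37 °C | Detection: Optical density read at 615 nm | Read-out basis: Percent growth inhibition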
* marks the source's active call; other numbers are inactive results; x = not tested or not shown. Not a hit list; any-hit rate near 7.6%.

Start of the data: the first three compounds as a preview:
SMILES	Cdc25B block	E coli RNAP	CatB mixtures	MKP-1 inh	AP ELISA ortho	Hsp90 inh	D1 mod	CatB block	Ecoli tolC
Cn1c(-c2ccccc2)cc2c3no[n+]([O-])c3ccc21	3	-6	-5	10	17	2	-1.3	-2	95*
O=S(=O)(NC1CCCC1)c1cccc(S(=O)(=O)N2CCC(n3nnc4ccccc43)CC2)c1	-5	x	0	-12	9	-4	0.04	x	15
CC1CC(C)(C)NC(=O)O1 (stereo not drawn)	1	9	-1	-36	5	0	-0.5	-4	-38

Results, repeating the preview:
SMILES	Cdc25B block	E coli RNAP	CatB mixtures	MKP-1 inh	AP ELISA ortho	Hsp90 inh	D1 mod	CatB block	Ecoli tolC
Cn1c(-c2ccccc2)cc2c3no[n+]([O-])c3ccc21	3	-6	-5	10	17	2	-1.3	-2	95*
O=S(=O)(NC1CCCC1)c1cccc(S(=O)(=O)N2CCC(n3nnc4ccccc43)CC2)c1	-5	x	0	-12	9	-4	0.04	x	15
CC1CC(C)(C)NC(=O)O1 (stereo not drawn)	1	9	-1	-36	5	0	-0.5	-4	-38
CCN1CCN(C(c2cccc(OC)c2)c2sc3nc(C)nn3c2O)CC1 (stereo not drawn)	12	4	5	6	3	-2	0.94	2	-22
CCN1CCN(c2nc3c(C)cccn3c(=O)c2/C=C(\C#N)S(=O)(=O)c2ccc(C)cc2)CC1	18	3	x	-9	x	-5	-2.9	0	3
C=CCSC1=NC(N)=C(C#N)C2(CCCCC2)C1C(N)=O (stereo not drawn)	-15	10	-5	2	4	-1	-0.67	7	-9
COc1ccc(OC)c2sc(NC(=O)CCS(=O)(=O)c3ccccc3)nc12	-4	3	2	0	29	-2	-0.21	3	11
CCN(CC)C(=O)c1sc(NC(=O)c2ccco2)c(C#N)c1C	7	8	8	-4	14	-4	0.073	2	0
CS(=O)(=O)c1ccc2nc(NC(=O)c3cccs3)sc2c1	7	4	6	-5	17	0	-5.7*	-3	5
CCOc1ccc(-c2nc(N)ncc2-c2ccccc2)c(O)c1	-9	7	1	0	-9	13	-0.8	6	34
CCOC(=O)c1sc(C)c2c1NC1(CCCCC1)NC2=O	-3	0	-8	18	10	-2	6.2*	0	16
CCOC(=O)c1ccc(-n2c(-c3ccco3)nc3ccccc3c2=O)cc1	2	-2	3	-6	-3	1	-0.72	1	-8
COc1ccc(NC(=O)c2oc3ccccc3c2NC(=O)COc2ccccc2OC)c(OC)c1	-12	3	3	-7	7	-5	0.086	3	-14
CC(C)OC(=O)CSc1nc2cccnc2n1C1CCCCC1	-18	6	-7	0	-2	-3	22*	2	4
CC(=O)Nc1c(O)nc(SCC(=O)N2CCN(c3ccc(F)cc3)CC2)[nH]c1=O	-10	4	5	1	16	-4	-0.9	6	3
Cc1noc(C)c1C(=O)NCCCc1ccccc1	5	3	6	-9	16	x	-0.62	1	-9
O=C1CC(c2ccccc2)C(=O)N1c1cccc(O)c1 (stereo not drawn)	5	4	-1	13	8	-7	0.56	4	5
CC(C)Cc1nnc(NC(=O)CCN2C(=O)c3ccccc3C2=O)s1	11	1	-1	12	9	2	0.41	-1	-4
CCNS(=O)(=O)c1ccc(NC(=O)c2cc(C(F)(F)F)nn2C)cc1	22	3	6	7	3	-3	0.46	-3	-7
CCCn1nnnc1NCc1cccn1C	0	2	-1	0	4	-5	-0.3	2	-20
CCOC(=O)c1nnn(-c2nonc2N)c1-c1cccs1	-8	-1	0	-7	18	-1	3.1	4	-3
CC(C)Cn1c(N)c(C(=O)COC(=O)c2ccc3ccccc3n2)c(=O)n(C)c1=O	8	7	-1	42	-2	-6	1.2	-2	7
CCC(C)(C(=O)NC1CCCCC1)N(C(=O)c1cnccn1)c1c(C)n(C)n(-c2ccccc2)c1=O (stereo not drawn)	-4	2	4	5	17	-6	-0.16	-5	-11
COC(=O)c1[nH]c2cccc(OC)c2c1NC(=O)CN1CCOCC1	4	0	-2	-22	7	-2	-0.29	1	-25
CCCCCOc1ccc(CN2CCOCC2)cc1Cl	8	-3	-7	-1	16	-3	-1.7	-1	28
c1ccc(CCc2ccccc2-c2nc(-c3ccccn3)no2)cc1	-15	-1	20	-6	-6	-3	-0.82	2	4
CCCOc1ccc(C(=O)NCCCn2ccnc2)cc1	0	9	0	0	1	-3	1.1	7	-3
Cc1cccc(OCC(=O)Nc2ccc3c(c2)OCCO3)c1	-13	5	5	-2	24	1	-1.5	-3	-3
O=C(CN(Cc1ccc2c(c1)OCO2)C(=O)CNS(=O)(=O)c1ccccc1)NCc1ccco1	-3	2	1	-4	10	-3	x	0	-6
COc1ccc(S(=O)(=O)N2CCC(C(=O)N3CCCC3)CC2)cc1	-1	7	-2	6	-10	4	-0.17	-1	-12
CCOP(=O)(c1ccc(N(C)C)cc1)C(O)c1c(Cl)cccc1Cl (stereo not drawn)	2	6	7	-3	7	-6	-0.15	3	-11
COc1cc(NC(=O)c2ccco2)c(OC)cc1NC(=O)c1cc(OC)c(OC)c(OC)c1	-10	-1	0	16	10	2	-2.3	0	-9
COc1ccc(S(=O)(=O)Cc2ccc(C(=O)N3CCN(C4CCCCC4)CC3)o2)cc1	0	-6	0	12	14	1	-0.066	-2	0
COc1ccc(Cl)cc1S(=O)(=O)N1CCCC(C(=O)NCC(N)=O)C1 (stereo not drawn)	-15	5	2	-1	13	-3	-0.98	4	-20
CC(C)C(NS(=O)(=O)c1cccs1)C(=O)NCc1ccc2c(c1)OCO2 (stereo not drawn)	-7	7	6	-4	11	-2	0.38	-5	-5
COC(=O)c1c(NC(=O)CSc2n[nH]c(N)n2)sc(C)c1C	-4	12	3	-5	0	0	1.5	3	3
Cc1ccc(CC2(O)CC(C)N(C)CC2C)c(C)c1 (stereo not drawn)	-3	13	4	-13	13	2	-0.047	1	-20
COc1cc(C(O)P(=O)(OC(C)C)c2ccc(N(C)C)cc2)cc(OC)c1OC (stereo not drawn)	4	3	7	18	-22	3	0.22	6	-5
Cn1c(=O)c(C(=O)Nc2ccccn2)c(O)c2ccccc21	-8	-1	-12	12	11	2	x	-4	27
Cc1onc(-c2c(F)cccc2Cl)c1C(=O)Nc1cccc2nsnc12	-5	-1	-1	-3	19	-5	-0.39	2	-13
CCCN(CCC)CCNC(=O)Cn1cnc2sc(C)c(S(=O)(=O)N3CCOCC3)c2c1=O	x	7	-4	x	1	x	0.097	-3	-10
CCCCn1c(C(C)O)nc2ccccc21 (stereo not drawn)	-6	5	0	0	1	0	0.22	3	-7
NC(=O)CNC(=O)C1CCCc2c1[nH]c1ccc(Cl)cc21 (stereo not drawn)	-3	10	4	5	-2	-3	x	5	20
COC(=O)C(NC(=O)c1ccccc1)=C1CCCCC1	-5	6	6	10	-10	2	-0.28	7	6
CCOC(=O)C1=C(CS(=O)(=O)c2ccc(F)c(C)c2)NC(=O)NC1c1ccc(O)c(O)c1 (stereo not drawn)	-5	10	0	-3	-7	50	0.45	4	4
COc1ccc(OC)c(NC(=O)CN2C(=O)c3ccccc3S2(=O)=O)c1	-1	9	2	-3	14	0	0.082	1	-6
COC(=O)c1ccc(CN(C(C)=O)c2ccccc2)o1	-29	3	x	-9	x	-6	x	0	10
O=c1c2ccccc2nnn1Cc1nnc(-c2ccccc2Br)o1	-1	0	-11	7	-2	1	1.7	-6	-4
COCCN1CCn2c(nc3cc(NC(=O)c4ccc(OC)cc4)ccc32)C1	-3	4	-2	1	8	-16	-0.26	-2	-1
COc1ccc(C2C(C#N)=C(N)N3C(=C2C#N)Sc2ccccc23)cc1 (stereo not drawn)	1	3	5	18	14	1	0.39	3	15
Cc1ccc(CN2C(=O)CCC2C(=O)NC2CCCC2)cc1 (stereo not drawn)	32	11	8	3	6	2	-0.013	0	-31
CCCCCCC(=O)Nc1ccc(Cl)cn1	-8	10	1	1	3	-10	0.49	5	4
Cc1cc(C(=O)NCC(c2ccco2)N(C)C)no1 (stereo not drawn)	-6	7	4	10	14	x	0.25	6	9
CCCCc1ccc(NC(=O)N[C@H](C(=O)O)C(C)CC)cc1 (stereo partly drawn)	1	11	4	-5	1	-5	-1	2	24
CC(C)CC(=O)N1CCN(C(=O)c2cccc(F)c2)CC1	4	-2	4	14	10	-1	1	1	-16
CCOc1nc(-c2ccccc2)ccc1-c1noc(-c2cccnc2)n1	-1	-8	6	-3	-2	1	-0.39	4	3
O=C(Nc1ccccc1C(=O)NCc1cccnc1)c1ccco1	-7	1	-1	-18	1	-4	x	9	-19
O=C(CSc1nnc(-c2ccccc2)n1Cc1ccccc1)N1CCOCC1	-7	3	4	-6	6	2	-0.24	5	-6
COc1ccc(NC(C)=O)cc1NC(C)C(=O)Nc1ccccc1F (stereo not drawn)	-10	11	0	6	0	-5	0.14	5	4
COc1ccc(N2Cc3cccc(C(=O)NC(C)CCc4ccco4)c3C2=O)cc1 (stereo not drawn)	6	2	6	30	9	-5	3.4*	1	37

Sorted by the number under E coli RNAP (high to low): 3 from the list above.
Molecule,Cdc25B block,E coli RNAP,CatB mixtures,MKP-1 inh,AP ELISA ortho,D1 mod,CatB block
CCCCCCC(=O)Nc1ccc(Cl)cn1,-8,10,1,1,3,0.49,5
COc1ccc(OC)c(NC(=O)CN2C(=O)c3ccccc3S2(=O)=O)c1,-1,9,2,-3,14,0.082,1
Cc1cc(C(=O)NCC(c2ccco2)N(C)C)no1 (stereo not drawn),-6,7,4,10,14,0.25,6

Continued.
SMILES	Cdc25B block	E coli RNAP	CatB mixtures	MKP-1 inh	AP ELISA ortho	Hsp90 inh	D1 mod	CatB block	Ecoli tolC
Cc1ccc(NC(=O)c2oc3ccccc3c2NC(=O)c2ccc3c(c2)OCO3)cc1	-6	-4	-4	-7	-1	1	0.23	-3	8
O=C(CCNS(=O)(=O)c1cccs1)Nc1nccs1	-9	-3	-2	4	10	x	x	0	3
COc1cccc(C2CC(=O)Nc3cc4c(cc32)OCCO4)c1OC(C)C (stereo not drawn)	0	6	4	-4	13	0	1.3	3	28
COc1cc(OC)cc(-c2nc(-c3ccc(Br)cc3)no2)c1	-26	9	5	-1	12	0	0.11	6	-10
O=C(CCN1C(=O)c2ccccc2C1=O)Nc1sc2c(c1C(=O)NCc1ccco1)CCCC2	-5	1	0	-3	8	-2	-0.29	7	23
Cc1c(Cl)cccc1-n1nnnc1-c1cccs1	16	11	-1	-18	3	-1	-0.84	2	0
CCCSc1nc(C)c(-c2csc(C(C#N)=C3CCCC3)n2)cc1C#N	22	15	12	12	2	-7	-0.79	0	-8
Cc1c(C(=O)c2no[n+]([O-])c2C(=O)c2cnn(C)c2C)cnn1C	-1	11	5	14	5	-2	0.2	4	-6
COc1ccccc1N1CCN(C(=O)c2oc3cc(C)c(C)cc3c2C)CC1	0	-13	-2	9	14	2	-0.78	-3	72*
Cc1cc(=O)oc2cc(OC(C)C(=O)N3CCCc4ccccc43)ccc12 (stereo not drawn)	-9	3	-1	5	4	2	0.85	3	18
Cc1ccnc(N2C(=O)c3ccccc3C2Nc2ccc3c(c2)OCCO3)c1 (stereo not drawn)	-2	1	2	9	9	2	0.044	-3	35

Compound activity (PubChem BioAssay)
